KAT2A inh – GCN5L2 (KAT2A) acetyltransferase inhibition; AID 504327; hit rate 0.21% among 390,000; GCN5L2 HAT assay, ThioGlo1 CoA-SH fluorescence; Potency, µM (top dose mostly 58.9 µM), for inactives: at the highest dose activity change, negative = inhibition, most hits filed as inhibitors; Q92830
Target sequence (Q92830 whole entry, looked up): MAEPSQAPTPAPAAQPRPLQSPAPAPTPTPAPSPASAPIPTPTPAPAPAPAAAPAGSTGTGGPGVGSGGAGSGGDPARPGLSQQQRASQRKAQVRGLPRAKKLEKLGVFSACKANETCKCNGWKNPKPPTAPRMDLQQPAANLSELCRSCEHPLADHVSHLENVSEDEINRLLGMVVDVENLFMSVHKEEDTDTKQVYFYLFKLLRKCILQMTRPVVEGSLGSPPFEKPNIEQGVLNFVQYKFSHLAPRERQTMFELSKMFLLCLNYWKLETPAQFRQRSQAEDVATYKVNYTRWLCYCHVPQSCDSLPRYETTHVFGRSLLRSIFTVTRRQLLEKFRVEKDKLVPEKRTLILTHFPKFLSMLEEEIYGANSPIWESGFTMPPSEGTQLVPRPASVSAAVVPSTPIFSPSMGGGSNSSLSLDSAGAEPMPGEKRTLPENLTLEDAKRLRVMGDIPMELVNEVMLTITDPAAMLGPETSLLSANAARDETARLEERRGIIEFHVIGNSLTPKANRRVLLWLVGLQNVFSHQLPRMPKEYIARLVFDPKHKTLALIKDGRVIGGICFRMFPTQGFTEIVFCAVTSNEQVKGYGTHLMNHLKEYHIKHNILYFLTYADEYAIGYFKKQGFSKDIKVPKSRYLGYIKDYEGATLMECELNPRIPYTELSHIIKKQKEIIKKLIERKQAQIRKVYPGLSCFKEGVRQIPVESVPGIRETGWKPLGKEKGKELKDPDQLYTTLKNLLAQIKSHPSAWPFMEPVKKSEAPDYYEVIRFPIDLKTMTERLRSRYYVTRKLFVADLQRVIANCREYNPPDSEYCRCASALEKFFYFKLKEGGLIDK
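Preincubate 20nM GCN5L2 with compound 15 min, RT → add 50uM ThioGlo1 + 75uM H3(1-25) + 70uM acetyl-CoA → read fluorescence 0 and 20 min. Primary qHTS; fluorescent artifacts likely.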
DT40 TDP1 CPT – DT40-hTDP1 cell growth loss with CPT. chicken DT40 Tdp1-/-;hTDP1 cells + 20 nM CPT, ATP luminescence, 48 h. Potency, µM (titrated, usually from 46.2 µM), for inactives: top-dose activity change, negative = growth inhibition, usual class: inhibitors. hit rate 12% among 420,000; also: nearly all actives have a fitted effect of over 55% in size
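Chicken DT40 Tdp1-/- cells stably complemented with human TDP1 were seeded at 400 cells/well in medium containing 20 nM camptothecin, exposed to pin-transferred compounds, and grown at 37 °C for at least 48 hr. Viability was read as ATP luminescence.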
TDP1 cell noCPT – qHTS for Inhibitors of human tyrosyl-DNA phosphodiesterase 1 (TDP1): qHTS in cells in absence of CPT | hit rate 15% among 420,000 | AID 686978, 2013 | Potency, µM (doses to about 46.2 µM), without a hit: at the top dose activity change, negative = growth inhibition, most hits filed as inhibitors | DT40 Tdp1-/- hTDP1 cells, no CPT, ATP luminescence, 48 h; also: nearly all actives have a fitted effect of over 55% in size
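DT40 Tdp1-/-;hTDP1 cells, no CPT (DMSO vehicle only), 400 cells/well; compounds pin-transferred; ≥48 hr, 37 °C; CellTiter-Glo 30 min RT dark, luminescence read.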
Active calls of the source: *; ? = inconclusive; . = not tested or not shown; & = joins results of further samples; [ ] = another dose, or the depositor's remark. Calls follow the shape of the dose curve; as a rule, active = well fitted curve in the direction sought with a large enough effect; inconclusive = small, poorly fitted or top-dose-only effect, or another doubt; inactive = no such curve, though single readings can be large; an effect the other way counts as inactive or inconclusive. % is scaled to controls: 0 for no effect and ±100 for the full control effect; potency is read from the fitted curve at half-maximal effect.

SMILES	KAT2A inh	DT40 TDP1 CPT	TDP1 cell noCPT
CCOC(=O)NNc1ccc2nonc2c1[N+](=O)[O-]	-23%	6.5µM*	2.9µM*
Cc1cc(C)c2[nH]c(=O)c(C(c3nnnn3C(C)(C)C)N3CCN(C(=O)c4ccco4)CC3)cc2c1 (stereo not given)	-3%	-30%	-22%
NC(=S)Nc1ccc(F)cc1F	-9%	14%	0%
O=C(NCc1ccc2c(c1)OCO2)c1ccc(CN2CCOCC2)cc1	0%	-2%	-9%
CC1CCCCN1C(=O)CCS(=O)(=O)c1cc2c(cc1Cl)NC(=O)CO2 (stereo not given)	-2%&-10%	-1%	-2%
COc1ccc(CC(=O)NCC(c2ccc(OC)cc2)N(C)C)cc1 (stereo not given)	-13%	0%	14%
Cc1cc(-c2ccc(C(=O)O)s2)cnc1N	-12%	-5%	11%
O=C(NC(Cc1ccccc1)C(=O)N1CCN(c2ccccc2O)CC1)c1ccccc1 (stereo not given)	?	?	16µM*
CN(C)Cc1ccccc1-c1ccc2ncnc(N3CCOCC3)c2c1	-1%	?	21µM*
O=C(c1ccc(CS(=O)(=O)c2ccccc2)o1)N1CCN(c2ncccn2)CC1	-1%	-14%	-25%
Cc1c(CN(C)CCc2ccccc2)c(=O)n(-c2ccccc2)n1C	-2%	-4%	-8%
C[C@H](CCC(=O)NCC(=O)O)C1CC[C@H]2C3CC[C@@H]4C[C@H](O)CC[C@]4(C)C3C[C@H](O)[C@]12C (stereo not given in full)	-1%	0%	-1%
COCCCN1C(=O)C(CC(=O)NCc2ccco2)CC(C(=O)N(C)C)=C1C (stereo not given)	.	-6%	3%
CCS(=O)(=O)c1ccc2oc(Nc3ccc(C(C)C)cc3)nc2c1	-2%[0.501 µM]	16µM*	23µM*
C=CCc1ccc(OCCOCCNCCOC)c(OC)c1	-3%	-6%	-11%
COc1cc2c(cc1OC)[C@@H](Cc1ccc(OCCC#N)cc1)N(C)CC2	-4%	?	?
CC(=O)N(/N=C/c1cccc(C)c1)c1nc(-c2ccc(Br)cc2)cs1	-5%	21µM*	?
CCC(C)NC(=O)CSc1nc2c(sc3ccccc32)c(=O)n1CCCN1CCOCC1 (stereo not given)	-14%	-11%	-4%
Cc1cccc(CN2CCN(C3CN(Cc4ccc([N+](=O)[O-])cc4)S(=O)(=O)C3)CC2)c1 (stereo not given)	.	16µM*	23µM*
COc1ccc2c(C(=O)CN3CCN(c4ccccc4)CC3)c[nH]c2c1	?	-19%	-5%
S=c1[nH]nc(C2CCCCC2)n1/N=C/c1ccncc1	-6%	?	?
Cc1ccc(SC(C)C(=O)Nc2ccncc2)cc1 (stereo not given)	-3%	?	?
O=C(NNC(=S)NC(=O)c1ccccc1[N+](=O)[O-])c1ccccc1Cl	0%	-2%	-29%
CCOC(=O)c1c(C)n(-c2ccccc2)c2ccc(OC(=O)c3ccccc3NC(=O)C(C)C)cc12	-16%	?	18µM*
C=CCn1c(CCC(O)COCCC)n[nH]c1=S (stereo not given)	0%	8%	-10%

Part of the list above, as a markdown table:
| Molecule | KAT2A inh | DT40 TDP1 CPT | TDP1 cell noCPT |
| --- | --- | --- | --- |
| Cc1c(CN(C)CCc2ccccc2)c(=O)n(-c2ccccc2)n1C | -2% | -4% | -8% |
| C[C@H](CCC(=O)NCC(=O)O)C1CC[C@H]2C3CC[C@@H]4C[C@H](O)CC[C@]4(C)C3C[C@H](O)[C@]12C (stereo not given in full) | -1% | 0% | -1% |
| COCCCN1C(=O)C(CC(=O)NCc2ccco2)CC(C(=O)N(C)C)=C1C (stereo not given) | . | -6% | 3% |
| CCS(=O)(=O)c1ccc2oc(Nc3ccc(C(C)C)cc3)nc2c1 | -2%[0.501 µM] | 16µM* | 23µM* |
| C=CCc1ccc(OCCOCCNCCOC)c(OC)c1 | -3% | -6% | -11% |
| COc1cc2c(cc1OC)[C@@H](Cc1ccc(OCCC#N)cc1)N(C)CC2 | -4% | ? | ? |
| CC(=O)N(/N=C/c1cccc(C)c1)c1nc(-c2ccc(Br)cc2)cs1 | -5% | 21µM* | ? |
| CCC(C)NC(=O)CSc1nc2c(sc3ccccc32)c(=O)n1CCCN1CCOCC1 (stereo not given) | -14% | -11% | -4% |
| Cc1cccc(CN2CCN(C3CN(Cc4ccc([N+](=O)[O-])cc4)S(=O)(=O)C3)CC2)c1 (stereo not given) | . | 16µM* | 23µM* |
| COc1ccc2c(C(=O)CN3CCN(c4ccccc4)CC3)c[nH]c2c1 | ? | -19% | -5% |
| S=c1[nH]nc(C2CCCCC2)n1/N=C/c1ccncc1 | -6% | ? | ? |
| Cc1ccc(SC(C)C(=O)Nc2ccncc2)cc1 (stereo not given) | -3% | ? | ? |
| O=C(NNC(=S)NC(=O)c1ccccc1[N+](=O)[O-])c1ccccc1Cl | 0% | -2% | -29% |
| CCOC(=O)c1c(C)n(-c2ccccc2)c2ccc(OC(=O)c3ccccc3NC(=O)C(C)C)cc12 | -16% | ? | 18µM* |
| C=CCn1c(CCC(O)COCCC)n[nH]c1=S (stereo not given) | 0% | 8% | -10% |

(list continues)
SMILES	KAT2A inh	DT40 TDP1 CPT	TDP1 cell noCPT
Cc1cccc(C(=O)OCC(=O)NC2CC2)c1O	4%	-4%	-8%
O=C(N/N=C/C=C/c1ccco1)C(O)c1ccccc1 (stereo not given)	.	-2%	-4%
COc1ccc(CCNC(=O)Cc2c(C)c3cc4c(C)coc4cc3oc2=O)cc1OC	-7%	8%	-2%
Cc1noc(/C=C/N(C)C)c1S(=O)(=O)N1CCC(C(=O)O)CC1	-10%	3%	-18%
CCCN(C(=O)c1cccc(S(=O)(=O)N2CCN(Cc3ccccc3)CC2)c1)C1CCS(=O)(=O)C1 (stereo not given)	1%	?	?
CCOC(=O)c1c(S(=O)(=O)N2CCC(C(=O)Nc3ccc(C)c(Cl)c3)CC2)c(C)n(C)c1C	-6%	-22%	-20%
CC(C)(C)NC(=O)COC(=O)/C=C/c1ccccc1[N+](=O)[O-]	-3%	-15%	-2%
CCOc1ccc(C(=O)c2cn(Cc3ccccc3)c3c(F)cc(F)cc3c2=O)cc1	-4%	?	?
CCN(CC(=O)Nc1ccc2c(c1)OCCO2)S(=O)(=O)c1cccs1	-8%	-4%	-25%
COc1ccc(-c2nc3ccccc3[nH]2)cc1	6%	10µM*	13µM*
Cc1cccc(OCCC(=O)NCC(c2ccco2)N2CCCCC2)c1 (stereo not given)	-9%	-20%	-17%
COc1ccccc1OCCCCn1ncc2ccc(OC)c(OC)c2c1=O	7%	?	?
NNc1nc2c(-c3cccc(C(F)(F)F)c3)nnn2c2ccccc12	-22%	-119%	-106%
Nn1c(-c2cccc([N+](=O)[O-])c2)nc2ccccc2c1=O	0%	3%	-2%
OCCNc1nc(-c2cccs2)nc2ccccc12	.	11%	-16%
COc1ccccc1C(=O)NCc1ccccn1	2%	-5%	-7%
COc1cccc(C(=O)Nc2nc3ccc(S(=O)(=O)N4CCCC4)cc3s2)c1	21%	4.6µM*	5.2µM*
COc1ccc(-c2nnc(-c3ccccc3O)o2)cc1	-6%	?	10µM*
O=C(O)c1ccc(NC(=O)C2CCN(S(=O)(=O)c3ccc4c(c3)OCCO4)CC2)cc1	.	-6%	-3%
CSCC[C@@H](N)C(=O)O	2%	-14%	-12%
CCOc1ccc(NC(=O)CCn2cnc3onc(-c4ccc(F)cc4)c3c2=O)cc1	4%	-18%	-20%
CC(OC(=O)c1ccco1)C(=O)Nc1ncc(Cl)cc1Cl (stereo not given)	-1%	0%	2%
C=Cc1ccc(CN2CCCN(Cc3ccc(Cl)cc3)S2(=O)=O)cc1	0%	?	?
Cc1cc(C)cc(Oc2nc3c(C)cccn3c(=O)c2/C=C(\C#N)c2nc3ccccc3s2)c1	8%	?	?
Cc1nnc(NC(=O)CSc2nnc(Cc3cccn3C)n2-c2cccc(C(F)(F)F)c2)s1	-28%	1%	-7%

Later entries
SMILES	KAT2A inh	DT40 TDP1 CPT	TDP1 cell noCPT
Cc1cnn(CCC(=O)NNC(=S)Nc2cccc(Cl)c2)c1	-5%	-21%	2%
Cc1ccc(S(=O)(=O)NCCC(=O)N(C)Cc2cccs2)cc1	-1%	0%	-1%
O=C(Nc1ccccc1)Nc1cnccn1	-1%	-8%	16%
CCc1cc(C(c2cccc(OC)c2)N2CCOCC2)c(NC(=O)c2ccccc2)s1 (stereo not given)	-22%	?	15µM*
Cn1cccc1C(=O)OCC(=O)NCCCc1ccccc1	-2%	9%	-18%
COc1ccc(Cl)cc1NC(=O)CNCC(c1ccccc1)N(C)C (stereo not given)	-12%	11%	-1%
N#CC1=C2SCN(c3ccccc3)CN2C(=O)CC1c1ccccc1Cl (stereo not given)	28µM*	?	?
CC(C)OC(=O)c1cc2ccccc2[nH]1	-1%	-12%	-16%
CN(Cc1ccco1)c1ncncc1-c1ccccc1C(F)(F)F	-2%	12%	4%
Cc1ccc(S(=O)(=O)Nc2cccc(C(=O)NCC(c3ccc(F)cc3)N3CCOCC3)c2)cc1 (stereo not given)	-5%	?	?
Cc1ccc(NS(=O)(=O)c2ccc3c(c2)oc(=O)n3C)cc1C	-4%	11%	?
O=C(CSc1ccc2nnc(-c3cccnc3)n2n1)NCc1ccc2c(c1)OCO2	2%	-4%	-5%
CCCNC(=O)c1ccc2c(=O)c(O)c(-c3ccsc3)[nH]c2c1	32µM*	?	18µM*
COc1c(-c2ccc([N+](=O)[O-])cc2[N+](=O)[O-])c(=O)n(C)c(=O)n1C	-20%	-23%	-3%
COc1ccc(CCNC(=O)Cn2c(=O)n(-c3ccccc3)c(=O)c3c(C)c(C)sc32)cc1OC	-6%	-27%	-20%
COc1cc(CN2CCN(C(O)(c3ccccc3)c3ccccc3)CC2)cc(OC)c1OC	?	?	15µM*
COc1cc(NS(=O)(=O)c2ccc(NC(C)=O)cc2)nc(OC)n1	-5%	0%	-7%
C=C(C)CC1Nc2ccccc2NC1CC(=C)C (stereo not given)	-2%	-25%	-26%
COC(=O)c1c(-c2ccc(Cl)cc2)noc1N1CCN(c2ccc(OC)cc2)CC1	-9%	23µM*	26µM*
Cc1cccc(Nc2ccc(C(=O)N3CCOCC3)cn2)c1	1%	30%	-2%
CC(C)C(NC(=O)OCc1ccccc1)C(=O)NC(Cc1ccc(O)cc1)C(=O)O (stereo not given)	-1%	3%	0%
C=CCNC(=O)/C(=C\C=C\c1ccccc1)NC(=O)c1ccc(OCCCC)cc1	-11%	?	?
Clc1ccc(CSc2nnc(-c3ccccn3)n2Cc2ccco2)c(Cl)c1	?	?	29µM*
Cc1ccc(S(=O)(=O)N(C)c2ccccc2)cc1	-2%	?	?
CC(C)CNC(=O)CC(c1ccccc1)c1c(O)ccc2ccccc12 (stereo not given)	-9%	-19%	?

Next structures follow.
SMILES	KAT2A inh	DT40 TDP1 CPT	TDP1 cell noCPT
Cc1ccc(C(=O)NC(C)C(c2cccs2)N2CCOCC2)cc1C (stereo not given)	.	?	18µM*
Cc1cccc(Cn2c(SCc3ccc(C(=O)NC4CCCC4)cc3)nc3cccnc32)c1	-7%	?	?
Cc1cccc(C(=O)N2CCN(c3ccc([N+](=O)[O-])c(N4CCOCC4)c3)CC2)c1	?	?	?
COc1cc2[nH]c(=O)n(Cc3ccc(C(=O)NCc4ccc(C)cc4)cc3)c(=O)c2cc1OC	-7%	?	?
O=C(NCc1ccccc1)c1cccn1-c1nnc(N2CCCCC2)s1	-3%	?	?
COc1ccc(NC(=O)Nc2cc(C)ccc2OC)cc1	-4%	-17%	-17%
CCNc1cc(N2CCN(S(=O)(=O)c3ccc4c(c3)CCCC4)CC2)ccc1[N+](=O)[O-]	1%	-2%	-25%
CCCn1c(=O)c2ccccc2n2c(SCC(=O)c3ccc(CC)cc3)nnc12	-9%	?	?
CCOc1cccc(=O)c2c(C)n(C)c(C)c12	-2%	-45%	?
Cc1ccc(-n2c(-c3ccccc3)n[nH]c2=S)cc1	-17%	-1%	-13%
CC(NC(=O)CSc1nnc(CC(=O)Nc2ccc(Cl)c(Cl)c2)n1C)c1ccccc1 (stereo not given)	-14%[0.501 µM]	-18%	-8%
CCC(=O)Nc1ccc2nc(C)n(Cc3ccccc3Cl)c(=O)c2c1	2%	-27%	-25%
N#Cc1ccccc1S(=O)(=O)N1CCN(C(=O)c2cc(=O)[nH]c3ccccc23)CC1	-10%	?	4%
CN1C(=O)/C(=C\c2ccncc2)SC1=Nc1ccccc1	-1%	?	?
O=C(OCC(=O)N1CCc2ccccc21)c1n[nH]c(=O)c2ccccc12	-2%	-11%	2%
Cn1c(=O)cc(OCC(=O)N2CCN(c3ccccc3F)CC2)c2ccccc21	-7%&-2%	?	?
COCCNc1nnc(SC(C)C(=O)Nc2c(C)n(C)n(-c3ccccc3)c2=O)s1 (stereo not given)	0%	5%	-21%
Cc1ccc(C(=O)NC(=S)Nc2ccc(NC(=O)c3cccs3)cc2)cc1[N+](=O)[O-]	1%	8.2µM*	3.7µM*
Cc1ccccc1NC(=O)CN1C(=O)COc2ccc(S(=O)(=O)N3CCCC3)cc21	-6%	-1%	-1%
O=C(COC(=O)c1cc[n+]([O-])cc1)Nc1ccccc1Cl	-3%	3%	-2%
